Source: PubChem
CF NFkB inh – blocks PAF-induced NF-kB reporter in cystic fibrosis cells; AID 588850; hit rate 0.86% among 360,000; inhibition, % at 5 µM; KKLEB NF-kB-GFP reporter, GFP fluorescence overnight;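 active means at least 50% inhibition at 5 µM, scaled per plate between neutral and stimulator controls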;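 further: PAF is a Pseudomonas aeruginosa culture filtrate used as stimulus; plate controls were PAF-stimulated DMSO wells for no effect and unstimulated DMSO wells for full effect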
Shn3 3UTR inh – inhibitors of Schnurri-3 3'UTR reporter in osteoblasts; inhibition, % at 12.5 µM; Clone20 osteoblast Shn3 3'UTR firefly luciferase, 24 h; hit rate 0.52% among 360,000;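 active means mean inhibition of at least 75% with every replicate also reaching 75%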;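 further: 0% = median of neutral control wells and 100% = pilot-screen positive control compound; some compounds past the cut are filed as inactive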
SRC3 inh – inhibits human SRC3 coactivator; Q9Y6Q9; HEK293 GAL4-SRC3 luciferase reporter, luminescence; inhibition, % at 3.6 µM; hit rate 0.17% among 360,000;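 active means inhibition above a per-campaign cutoff, the mean of all compounds plus 3 SD, cut at about 60% in these data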;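 further: 0% = DMSO-treated cells and 100% = gossypol-treated cells at 36 µM; higher means less SRC3-driven luciferase light from the GAL4 reporter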
C8 TRAIL sens – caspase-8 TRAIL sensitization. NB7+C8 cells + TRAIL, ATPlite viability luminescence. inhibition (viability loss, TRAIL sensitization), % at 10 µM. AID 624354. hit rate 1% among 360,000;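 active means compounds causing at least 50% loss of cell viability in the single-dose screen, relative to plate controls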
LRH-1 inv ag – inverse agonists of human LRH-1 (NR5A2); O00482; hit rate 0.13% among 360,000; inhibition, % at 3.6 µM; HEK293T StAR-luciferase reporter, LRH-1 transfected, 24 h;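 active means inhibition above the mean inhibition of all tested compounds plus 3 SD, cut at about 73% in these data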;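 further: 0% = DMSO wells and 100% = reporter-only cells lacking LRH-1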
Target sequence (O00482 whole entry, looked up): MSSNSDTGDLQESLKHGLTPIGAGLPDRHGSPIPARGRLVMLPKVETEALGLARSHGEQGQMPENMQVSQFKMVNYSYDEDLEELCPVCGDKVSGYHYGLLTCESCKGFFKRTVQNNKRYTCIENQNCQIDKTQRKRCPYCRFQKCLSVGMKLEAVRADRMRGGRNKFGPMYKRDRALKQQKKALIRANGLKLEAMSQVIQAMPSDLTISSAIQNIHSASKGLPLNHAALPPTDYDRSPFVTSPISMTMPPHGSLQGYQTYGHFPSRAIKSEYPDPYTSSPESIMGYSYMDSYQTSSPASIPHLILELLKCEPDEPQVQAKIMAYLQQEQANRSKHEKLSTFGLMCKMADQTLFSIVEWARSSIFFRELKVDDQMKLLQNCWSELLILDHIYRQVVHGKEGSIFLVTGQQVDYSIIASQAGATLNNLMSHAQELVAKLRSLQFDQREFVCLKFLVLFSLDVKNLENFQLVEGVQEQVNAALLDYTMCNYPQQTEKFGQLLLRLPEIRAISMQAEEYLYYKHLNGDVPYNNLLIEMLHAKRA
TWEAK-Fn14 inh – TWEAK-Fn14 signaling inhibition; TWEAK-stimulated Fn14 reporter cells, luciferase luminescence, 8 h; inhibition, % at 10 µM; hit rate 2% among 360,000; AID 1159606; in the data active means inhibition above about 50%
COUP-TFII inh – NR2F2 (human) inhibition, primary screen; inhibition, % at 8.6 µM; HEK293T NGFI-A luciferase reporter, luminescence; P24468; hit rate 0.7% among 370,000;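 active means inhibition above a per-plate cutoff, mean inhibition of test wells between control levels plus 3 SD, cut at about 38% in these data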;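 further: cells cotransfected with COUP-TFII expression vector driving the NGFI-A reporter; 0% = median of COUP-TF2 test wells and 100% = reporter-only cells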
Target sequence (P24468 whole entry, looked up): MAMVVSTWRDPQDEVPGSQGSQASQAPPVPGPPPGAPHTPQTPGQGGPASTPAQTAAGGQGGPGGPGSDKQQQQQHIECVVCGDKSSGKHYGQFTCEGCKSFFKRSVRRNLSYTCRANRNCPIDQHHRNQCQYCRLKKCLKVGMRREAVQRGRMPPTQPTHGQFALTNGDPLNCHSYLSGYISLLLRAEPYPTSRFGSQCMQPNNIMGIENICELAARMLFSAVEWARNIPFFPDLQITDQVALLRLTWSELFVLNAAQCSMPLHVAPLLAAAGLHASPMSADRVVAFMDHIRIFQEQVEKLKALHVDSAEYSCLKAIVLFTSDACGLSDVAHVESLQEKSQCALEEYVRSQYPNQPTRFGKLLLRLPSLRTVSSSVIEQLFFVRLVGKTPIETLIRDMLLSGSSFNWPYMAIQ
KKLEB cytotox – CF airway cell cytotoxicity counter-screen. KKLEB CF airway cells viability, ATPlite luminescence, overnight; hits give low values; cells stimulated with P. aeruginosa culture filtrate. activity change (cytotoxicity), % at 5 µM. hit rate 0.36% among 360,000. AID 602141;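 active means corrected activity change at or below -50% at 5 µM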
SRC1 inh – inhibitors of human steroid receptor coactivator 1 (SRC1); HEK293 GAL4-SRC1 luciferase reporter, luminescence; inhibition, % at 3.6 µM; hit rate 0.12% among 360,000;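 active means inhibition above the campaign mean plus 3 SD, with each screening campaign given its own cutoff, cut at about 60% in these data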;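 further: 0% = DMSO treated cells and 100% = gossypol at 36 µM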
LMP1 NFkB inh – reduces LMP1-driven NF-kappaB luciferase signal; LMP1-induced NF-kappaB luciferase reporter cells, luminescence; inhibition, % at 12.5 µM; hit rate 0.69% among 350,000; AID 504558; in the data active means inhibition above about 41%;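 further: 0% = neutral control wells and 100% = reference inhibitor control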
TROY signal inh – TROY signaling inhibition; Q293 LMP1-TROYcd NF-kB luciferase reporter, 4 h; inhibition, % at 10 µM; hit rate 0.98% among 360,000; AID 1347056;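 active means compounds whose plate-normalised and pattern-corrected inhibition of the luciferase reporter signal at the single screening dose is 50% or more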
An asterisk follows results filed as active; . = no result given.

SMILES | CF NFkB inh | Shn3 3UTR inh | SRC3 inh | C8 TRAIL sens | LRH-1 inv ag | TWEAK-Fn14 inh | COUP-TFII inh | KKLEB cytotox | SRC1 inh | LMP1 NFkB inh | TROY signal inh
Cc1nonc1CN(C)C(=O)c1ccc(OC2CCN(Cc3ccccn3)CC2)cc1 | -1 | -22 | 13 | 1 | 5 | -16 | -4 | 0 | -20 | -5 | 13
O=C(Cn1c2ccc(F)cc2c2nc3n(c(=O)c21)CCS3)N1CCCC1 | 13 | 2 | 3 | -4 | 4 | 33 | . | -6 | 1 | 3 | -25
COc1cccc(/C=N/N2C(=O)NC3(CCCCC3)C2=O)c1O | 6 | -16 | -1 | -15 | -8 | -8 | -4 | 1 | -9 | 8 | -57
CCn1c(C)[n+](CCCS(=O)(=O)[O-])c2cc(Cl)c(Cl)cc21 | 4 | -1 | 4 | 5 | -1 | -15 | -15 | -6 | -3 | -1 | -7
CCOc1cc(CN2CCN(c3ccc(C(C)=O)cc3)CC2)ccc1OC | -8 | 29 | 13 | 4 | 9 | -23 | 12 | -10 | -2 | -2 | 4
O=C(O)CCC(=O)Nc1cccc(-c2nc3ccccc3o2)c1 | -14 | -22 | -20 | -2 | -21 | -13 | 3 | -6 | -2 | 7 | 4
O=C1[C@H](Cc2ccccc2)NCCCC[C@@H](c2ccc(Cl)cc2)N1Cc1ccc(Cl)cc1 | 15 | 10 | -9 | -9 | 7 | -8 | -1 | 7 | -5 | 11 | 12
Cc1ccc(C)c(N(C)C(=O)c2ccc3c(=O)n4c(nc3c2)CCCCC4)c1 | 9 | 0 | 8 | -7 | -24 | -31 | 8 | 8 | 12 | -13 | 1
COC1=NS(=O)(=O)c2ccccc21 | 10 | -7 | 10 | -3 | -17 | -3 | 17 | 1 | -21 | -5 | 10
CCCN(CCC)C(=O)Nc1ccc(F)cc1F | -1 | -17 | 30 | -15 | 17 | 11 | 6 | 2 | 8 | -10 | 7
O=C(Nc1ncc([N+](=O)[O-])s1)c1ccc2c(c1)OCO2 | 46 | 30 | 2 | 68* | -58 | 103* | 33 | -11 | -9 | 55* | 84*
CCc1cc2cc(C)cc(C)c2nc1SCC(=O)Nc1cc(C)on1 | 25 | -27 | 7 | 4 | -12 | 6 | -9 | -18 | 4 | -4 | -1
CCOc1ccc(-c2c(C)n([O-])c3c([n+]2=O)CCCCC3)cc1 | 0 | 5 | 9 | 3 | 12 | 4 | -12 | -16 | 11 | 7 | -12
O=C(NC1=NCCS1)c1ccncc1 | 7 | 4 | 9 | 11 | 4 | -8 | -3 | 3 | -10 | 1 | 5
Cc1cc(-n2c(SCC(=O)Nc3ccc(Br)cc3)nc3n[nH]c(C)c3c2=N)ccc1Cl | 32 | 54 | -9 | 48 | 1 | -40 | 3 | -20 | -49 | -9 | -6
COC(=O)c1oc2ccc(Cl)cc2c1NC(C)=O | -1 | 7 | 6 | -9 | 3 | -2 | -3 | 0 | 5 | 0 | -13
COc1ccc(C(=O)N/C(=C\c2cc(OC)c(OC)cc2[N+](=O)[O-])C(=O)NCC(=O)O)cc1 | 0 | -2 | 10 | 0 | 1 | 6 | 0 | -9 | 10 | -20 | 12
COc1cccc(NC(=O)C2CC(=O)N/C(=N/NC(=O)c3ccc(C)cc3)S2)c1 (stereo not given) | 18 | -8 | 14 | 9 | 7 | -6 | 7 | -3 | 7 | -1 | -15
O=C(CSc1nnc(-c2cccs2)n1-c1ccccc1)c1ccc2c(c1)OCCO2 | 40 | 19 | -12 | 9 | 20 | -3 | -3 | -25 | -15 | 3 | 17
CC1=C(C(=O)Nc2cc(C(=O)N(C)Cc3ccccc3)ccc2C)SCCO1 | -1 | 3 | 8 | -18 | -5 | 3 | -4 | -14 | 3 | 3 | 4

Single records (already shown). Order of values: CF NFkB inh	Shn3 3UTR inh	SRC3 inh	C8 TRAIL sens	LRH-1 inv ag	TWEAK-Fn14 inh	COUP-TFII inh	KKLEB cytotox	SRC1 inh	LMP1 NFkB inh	TROY signal inh
O=C(CSc1nnc(-c2cccs2)n1-c1ccccc1)c1ccc2c(c1)OCCO2 is entered as 40	19	-12	9	20	-3	-3	-25	-15	3	17
COC(=O)c1oc2ccc(Cl)cc2c1NC(C)=O is entered as -1	7	6	-9	3	-2	-3	0	5	0	-13

(more compounds)
SMILES | CF NFkB inh | Shn3 3UTR inh | SRC3 inh | C8 TRAIL sens | LRH-1 inv ag | TWEAK-Fn14 inh | COUP-TFII inh | KKLEB cytotox | SRC1 inh | LMP1 NFkB inh | TROY signal inh
Cc1cccc(NC(=O)CSCC(=O)Nc2ccccc2N2CCCCC2)c1 | 6 | -12 | -40 | -8 | 7 | 9 | 3 | -1 | -6 | -7 | -17
COc1ccc(C(=O)CN2C(=O)c3ccccc3C2=O)c(OC)c1 | -16 | -50 | 6 | 12 | 11 | -7 | -20 | 8 | -16 | -8 | -43
Cc1c(-n2c(=S)[nH]c3ccccc3c2=O)c(=O)n(-c2ccccc2)n1C | 2 | 3 | 17 | -22 | 25 | -2 | 7 | -9 | -28 | 4 | -14
Brc1ccc(OCCCCN2CCCCC2)cc1 | -8 | 10 | -2 | -8 | 4 | 7 | 0 | 4 | -2 | -1 | -3
CCCCNC(=O)CN(Cc1ccco1)S(=O)(=O)c1ccc(C(C)=O)cc1 | -6 | -17 | -8 | -10 | -5 | -14 | -21 | -4 | -14 | 2 | -22
Cc1cc(C)n(CC(=O)N2CCCC(N3CCN(c4ccccc4C)CC3)C2)n1 (stereo not given) | 20 | 20 | 14 | -7 | 8 | 7 | -9 | 4 | 6 | 5 | -14
O=C(COC(=O)/C=C/c1ccc2ccccc2n1)NNC(=O)c1ccc([N+](=O)[O-])cc1 | 7 | -25 | -3 | -6 | -22 | -13 | -10 | 7 | -62 | 1 | -50
COc1cc(OC)c(S(=O)(=O)Nc2ccccc2NC(=O)CN2CCOCC2)cc1NC(C)=O | 7 | -14 | -7 | -6 | 9 | 12 | -8 | -2 | 22 | 8 | -2
Cn1c(C(=O)O)cnc1Sc1ncc(C(F)(F)F)cc1Cl | -14 | 8 | 10 | 4 | -7 | 6 | -2 | 20 | 10 | 1 | 0
CCN(Cc1ccccc1)Cc1c(F)cccc1F | -8 | 5 | 8 | 7 | -21 | 8 | 4 | -15 | 4 | 6 | 4
O=C(CC1CCCC1)NNC(=O)c1ccccc1O | -46 | -22 | 1 | -5 | 10 | -7 | -11 | 9 | -12 | -7 | -5
O=C(NNc1nc2c(F)cccc2s1)C1COc2ccccc2O1 (stereo not given) | -19 | -5 | 11 | 2 | 7 | 2 | -4 | 12 | -28 | -18 | -10
COC(=O)COc1c(Cl)cc(C(c2c(C)[nH][nH]c2=O)c2c(C)[nH][nH]c2=O)cc1OC | -2 | 13 | -18 | 7 | 0 | -9 | 12 | 3 | 4 | 7 | 15
CCCCNC(=O)/C(=C/c1ccco1)NC(=O)c1ccco1 | -1 | 19 | -28 | -10 | -10 | 1 | -5 | 4 | -24 | -5 | -1
CC(C)c1ccccc1NC(=O)C1CC(=O)N(C2CCCC2)C1 (stereo not given) | 14 | 34 | 12 | 3 | -5 | -19 | -2 | 1 | -7 | 9 | 21
O=C1C(=O)N(CCN2CCOCC2)C(c2ccccn2)/C1=C(/O)c1ccc(Cl)cc1 (stereo not given) | 12 | -10 | 10 | 2 | -1 | 0 | 7 | -9 | 2 | 2 | -30
Oc1oc(-c2ccc(Br)cc2)nc1C=Nc1ccc(Br)cn1 | 13 | -13 | 5 | -1 | 17 | 19 | 5 | 0 | -21 | -1 | -15
CC(=O)C1CCC2C3CC(C)=C4CC(O)CCC4(C)C3CCC12C (stereo not given) | 15 | 17 | 4 | 0 | 8 | -35 | 18 | 4 | 5 | -2 | -2
COc1ccc(NC(=O)c2ccco2)c(NC(=O)Cc2cccs2)c1 | -5 | 4 | -2 | -8 | 5 | 4 | -4 | 10 | -8 | 2 | 31
CCC(=NCCc1c(C)[nH]c2ccc(OC(F)(F)F)cc12)C1=C(O)CC(c2ccccc2)CC1=O (stereo not given) | 29 | 33 | 5 | 26 | 6 | 33 | 4 | -17 | -13 | 13 | 23
CC(C)=CCCC(C)CN1CCC(n2nccc2NC(=O)c2ccc3c(c2)OCO3)CC1 (stereo not given) | 4 | 25 | -16 | 19 | 12 | -1 | 2 | -2 | -1 | 5 | 1
O=C1NC(Cc2c[nH]c3ccccc23)C(=O)N1Cc1ccccc1 (stereo not given) | -3 | 11 | 14 | -10 | 7 | -12 | -15 | 17 | 3 | -1 | 3
CCCCc1ccc(NC(=O)N2CCNC(=O)C2CC(=O)Nc2ccsc2C(=O)OC)cc1 (stereo not given) | -2 | 15 | 24 | -6 | -4 | -45 | 3 | -10 | 1 | 5 | -40
Cc1ccccc1Sc1ncccc1[N+](=O)[O-] | -1 | -15 | 10 | 10 | -11 | -1 | 13 | -5 | 8 | 2 | 19
COc1ccc(CCNC(=O)C2CCN(C(=O)c3ccc(C(C)(C)C)cc3)CC2)cc1 | -3 | 0 | -23 | -1 | -29 | -4 | -15 | -2 | -20 | -2 | 8
COCCSc1ccccc1C(=O)Nc1cc(C)on1 | 9 | 3 | 15 | 6 | -4 | 29 | 13 | -3 | 7 | -4 | -8
CN1CCN(c2cc(C(F)(F)F)nc3ccc(F)cc23)CC1 | 21 | -8 | -9 | -14 | -5 | -6 | -18 | -6 | 9 | -2 | -32
O=C(Nc1cccc(S(=O)(=O)N2CCCC2)c1)c1ccncc1 | -20 | 26 | -24 | 2 | -4 | 18 | 2 | 9 | -11 | -5 | -3
c1ccc(CCN2CN(CCCN3CCOCC3)c3nc4ccccc4n3C2)cc1 | -1 | 1 | -1 | -7 | 2 | -3 | -3 | -2 | 6 | 2 | 10
CCCn1c(=S)[nH]c2ccc(C(F)(F)F)cc21 | -6 | -4 | -2 | -13 | -3 | 3 | 8 | -2 | -1 | 2 | 0
CCOC(=O)c1c(NC(=O)/C=C/C(=O)O)sc(C)c1-c1ccc(F)cc1 | -9 | 2 | 6 | 0 | 0 | 7 | 10 | -8 | -10 | -2 | 9
O=C(Nc1nccs1)Oc1ccccc1 | 12 | 2 | -3 | -4 | 2 | 8 | 0 | -16 | 7 | -3 | 9
O=C(NCCN1CCOCC1)C1CCN(S(=O)(=O)N2CCCCC2)CC1 | -4 | -18 | 12 | 10 | 15 | 1 | 21 | -1 | 2 | -5 | -9
CCCn1c(SCC(=O)c2ccc(CC)cc2)n[nH]c1=O | -16 | 7 | 8 | -4 | -5 | -11 | 0 | 3 | -1 | 0 | -18
CCCn1c(=O)[nH]c(=O)c2c1nc(-c1ccc(C(F)(F)F)cc1)n2CCOC | -10 | 3 | -1 | 5 | 11 | 3 | 3 | 9 | 6 | 0 | -7
CCOC(=O)c1c(CSc2ccccc2)n(C)c2cc(Br)c(OC)c(O)c12 | 20 | -3 | -14 | 12 | 9 | -3 | 18 | -18 | -22 | -2 | -9
CC(=O)c1cccc(NC(=O)NC2CC(=O)N(c3ccc4c(c3)OCCO4)C2)c1 (stereo not given) | 2 | 6 | 30 | -9 | 11 | 12 | 13 | 2 | 9 | 5 | 7
c1cncc(Nc2nc(-c3cccs3)cs2)c1 | -4 | -97 | -59 | -5 | -12 | 29 | . | 2 | -81 | -46 | -15
O=C(Nc1cc(S(=O)(=O)N2CCOCC2)ccc1N1CCOCC1)c1cc2c(s1)CCC2 | -20 | -7 | 4 | -2 | 17 | -8 | 13 | 0 | -10 | 1 | -13

The list is partial, so the mix of outcomes need not match the whole.
